Bioassay records from PubChem BioAssay.
D3 antag: antagonists of human D3 dopamine receptor; max response, negative = inhibition, %; P35462; D3R cells, DiscoveRx beta-arrestin luminescence, antagonist mode; stronger effect = lower value; 360,000 compounds, 2.5% hits; in the data active = max response below about -50%; inconclusive = no clear call, values can overlap the other calls; also: % is scaled to controls: 0 for no effect and ±100 for the full control effect; mostly tested at two doses, the higher about 12 µM
Target sequence (P35462 whole entry, looked up): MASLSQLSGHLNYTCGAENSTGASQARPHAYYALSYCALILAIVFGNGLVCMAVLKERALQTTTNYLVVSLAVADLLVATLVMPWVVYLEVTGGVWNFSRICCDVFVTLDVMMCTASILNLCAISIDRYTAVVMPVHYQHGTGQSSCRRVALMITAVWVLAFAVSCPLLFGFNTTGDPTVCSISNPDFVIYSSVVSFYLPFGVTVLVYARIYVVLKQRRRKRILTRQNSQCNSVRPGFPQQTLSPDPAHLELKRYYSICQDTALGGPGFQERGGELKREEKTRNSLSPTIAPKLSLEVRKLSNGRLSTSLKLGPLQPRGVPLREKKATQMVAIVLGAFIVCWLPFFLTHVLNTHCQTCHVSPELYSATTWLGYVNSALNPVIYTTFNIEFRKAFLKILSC
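Cells plated overnight at 1500 cells/well, then exposed to library compounds with dopamine controls for 90 minutes at 37 degrees C. DiscoveRx reagent added for 30–60 minutes at room temperature; luminescence read, quantitative HTS format.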
PLK1 PBD block: inhibitors of human PLK1 polo-box domain binding; P53350; Plk1 PBD binding of FITC phosphopeptide, fluorescence polarization; 360,000 compounds, 2.8% hits; Potency, µM, for inactives: max response, negative = inhibition, usual class: inhibitors; also: potency is read from the fitted curve at half-maximal effect; series mostly up to about 57 µM; % is scaled to controls: 0 for no effect and ±100 for the full control effect; nearly all actives have a fitted effect of over 65% in size
PI5P4K alpha inh: PI5P4K alpha (human) kinase inhibition; P48426; PI5P4Kalpha enzyme, ADP-Glo luminescence, 60 min; stronger effect = lower value; max response, %; 330,000 compounds, 1.2% hits; AID 652105; active = max response of -50% or lower; inconclusive = between -30% and -50%; inactive = -30% or higher; also: value at the top dose of about 77 µM; % is scaled to controls: 0 for no effect and ±100 for the full control effect
Target sequence (P48426 whole entry, looked up): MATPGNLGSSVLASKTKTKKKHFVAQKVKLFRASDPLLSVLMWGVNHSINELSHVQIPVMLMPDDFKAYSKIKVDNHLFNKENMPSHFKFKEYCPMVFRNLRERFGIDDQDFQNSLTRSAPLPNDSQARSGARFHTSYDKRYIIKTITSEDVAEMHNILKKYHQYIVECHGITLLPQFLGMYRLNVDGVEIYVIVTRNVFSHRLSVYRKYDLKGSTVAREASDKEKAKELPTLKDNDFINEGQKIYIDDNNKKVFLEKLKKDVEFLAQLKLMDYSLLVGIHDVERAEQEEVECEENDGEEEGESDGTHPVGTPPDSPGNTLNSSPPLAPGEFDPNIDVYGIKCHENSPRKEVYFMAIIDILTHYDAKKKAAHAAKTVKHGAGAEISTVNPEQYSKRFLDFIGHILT
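Controls without substrate or without enzyme flank wells where PI5P4Kalpha converts substrate using 5 microM ATP (final). Incubation lasts 60 minutes at room temperature; ADP formed is read by ADP-Glo luminescence.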
WRN helicase inh: WRN helicase (human) inhibition. WRN helicase unwinding, fluorescent forked duplex, kinetic. Potency, µM (doses to about 114 µM), without a hit: top-dose activity change, negative = inhibition, usual class: inhibitors. 360,000 compounds, 0.46% hits. AID 651768; also: potency is read from the fitted curve at half-maximal effect; % is scaled to controls: 0 for no effect and ±100 for the full control effect; nearly all actives have a fitted effect of over 55% in size
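WRN at 20 nM final was preincubated with compound for 15 min at room temperature; reaction started with 100 nM forked duplex oligonucleotide carrying fluorophore and quencher plus 2 mM ATP (final). Unwinding followed kinetically by red fluorescence (ex 525/em 598 nm).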
GLP1R inv ag: GLP-1 receptor (human) inverse agonism. Potency, µM (doses to about 38.3 µM), inactives show at the highest dose activity change, negative = inhibition, usual class: inhibitors. HEK293 GLP-1R CRE-luciferase, luminescence, 24 h; GLP-1R form is constitutively active. 410,000 compounds, 1.6% hits. AID 624417. P43220; also: potency is read from the fitted curve at half-maximal effect; % is scaled to controls: 0 for no effect and ±100 for the full control effect; nearly all actives have a fitted effect of over 55% in size
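Assay principle: reduced luminescence from a cAMP-responsive reporter in HEK293 cells co-expressing a constitutively active GLP-1R. Conditions: 24 hr compound incubation, 37 deg C, 5% CO2.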
GLP1R ag: activates the human GLP-1 receptor. P43220. HEK293 GLP-1R CRE-luciferase, luminescence, 4-6 h; cells express a hypersensitive GLP-1R form. Potency, µM (doses to about 45.6 µM), for the others: at the top dose activation, actives largely listed as activators. 380,000 compounds, 0.007% hits; also: potency is read from the fitted curve at half-maximal effect; % of control where 0% means no effect
IL-2 act: activators of IL-2; IL-2 activation reporter assay, cell-based qHTS; stimulated with anti-CD3/CD4/CD28 beads; in transgenic mouse T cells; activation, % (series mostly up to about 46 µM); 360,000 compounds, 0.065% hits; in the data active = activation above about 50%; inconclusive = mostly about 30% to 49%; also: 0% is about no effect
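EGFP and DsRed fluorescence is measured by plate cytometry in unstimulated transgenic mouse T cells exposed to compound for 60 minutes, then stimulated 18 hours at 37 degrees C with anti-CD3/anti-CD4 beads plus anti-CD28.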
HEK293 tox: cytotoxic in the GLP-1 receptor inverse agonist counter-screen; HEK293 cAMP-luciferase reporter cells, luminescence, 24 h; Potency, µM (doses to about 38.3 µM), for inactives: top-dose activity change, negative = inhibition, usual class: inhibitors; 410,000 compounds, 0.13% hits; AID 624418;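 also: loss of luciferase light is scored as toxicity; potency is read from the fitted curve at half-maximal effect; % is scaled to controls: 0 for no effect and ±100 for the full control effect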
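Luminescence readout: signal drop marks cytotoxicity. Plated cells grew 12 h at 37 °C, 5% CO2, received 23 nL compound for 24 h, then got luciferase reagent, read after 12 min at RT.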
D3 ag: D3 dopamine receptor (human) agonism; AID 652048; 410,000 compounds, 0.58% hits; D3R DiscoveRx beta-arrestin cells, luminescence, 90 min; P35462; max activation, %; in the data active = max activation above about 30%; also: 0% is about no effect; mostly tested at two doses, the higher about 12 µM
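Cells at 1500/well, incubated overnight, then treated with pinned compounds (dopamine as control) for 90 min at 37 degrees C. DiscoveRx reagent added for 30 - 60 minutes at room temperature; luminescence read.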
An asterisk follows results filed as active; ? = inconclusive; nt = not tested or not shown; [ ] = remark or other dose. Unless noted, calls follow the shape of the dose curve; as a rule, active = well fitted curve in the direction sought with a large enough effect; inconclusive = small, poorly fitted or top-dose-only effect, or another doubt; inactive = no such curve, though single readings can be large; an effect the other way counts as inactive or inconclusive.

Below each SMILES – D3 antag | PLK1 PBD block | PI5P4K alpha inh | WRN helicase inh | GLP1R inv ag | GLP1R ag | IL-2 act | HEK293 tox | D3 ag
Cc1ccc2cc(C#N)c(N3CCN(C(=O)c4cccs4)CC3)nc2c1
    16 | -14% | 0 | 2% | 12% | 0% | -0.2 | -1% | 3
O=C(CCC1CCN(C(=O)c2cccc(Cl)c2F)CC1)Nc1ccccc1
    -21 | -1% | 6 | -2% | -30% | -8% | -3.8 | -2% | 12
CC1CN=C(c2cccn2Cc2ccc(F)cc2Cl)O1 (stereo not drawn)
    3 | 0% | 10 | 2% | ? | 3% | 4.3 | -14% | 0
O=C(Nn1cnnc1)c1cc(Cl)cc(Cl)c1
    -2 | -4% | 1 | 3% | 6% | -3% | 0.1 | 0% | 4
O=C(CSc1cn(Cc2ccccc2)c2ccccc12)N1CCOCC1
    0 | -3% | 4 | -12% | -21% | 6% | -2.8 | 0% | 0
O=C(Cn1cc(Cl)ccc1=O)c1ccc(Cl)cc1
    2 | -10% | 0 | 4% | 25% | 13% | -0.7 | -4% | 1
CC1CN(C2=CC(=O)CCC2)CC(C)O1 (stereo not drawn)
    0 | -3% | -2 | 0% | -4% | 6% | -0.9 | -3% | 1
O=S(=O)(c1ccccc1)N1CN(c2ccc(F)cc2F)c2nc3ccccc3nc21
    -13 | -4% | 11 | -15% | ? | 0% | 0.1 | 21% | -3
Cc1ncc2c(n1)NC(=O)NC2
    -6 | -8% | -1 | 5% | 38%[activator] | 10% | 1.7 | -2% | 4
Clc1ccc(/C=N/Nc2ccccn2)cc1
    9 | -9% | 11 | -6% | -2% | 13% | -3.6 | -20% | 1
O=C(Nc1ccccc1)N1CCC(C(=O)N2CCN(Cc3ccccc3)CC2)CC1
    0 | -10% | -1 | ? | 12% | 12% | -2.0 | 33% | -8
Cn1cc(CN2CCC(O)CC2)c(-c2ccc(Oc3ccccc3)cc2)n1
    -14 | -22% | 0 | 11% | ? | 4% | -3.9 | -16% | 1
COCCCNC(=O)c1ccc2c(c1)N=C(C)c1c(C)ccc(C)c1S2
    nt | nt | nt | nt | -56% | 11% | nt | -25% | -11
O=C(NCCO)c1cc2c(s1)CCC2
    0 | ? | -12 | -11% | 1% | -9% | -0.3 | -1% | -9
Cc1ccc2c(c1)N(C(C)C(=O)NCc1ccc3c(c1)OCO3)C(=O)CO2 (stereo not drawn)
    -10 | -17% | -2 | -8% | -5% | -1% | -2.5 | 0% | 2
C=C1CCC(O)C2(C)CCC3C(C)C(=O)OC3C12O (stereo not drawn)
    -2 | -3% | 6 | 4% | 12% | 7% | -0.3 | -1% | 5
Cn1c(=O)c2c(nc(SCc3cccnc3)n2Cc2ccc(F)cc2)n(C)c1=O
    -4 | ? | nt | -2% | 3% | -6% | -2.0 | -7% | 5
Brc1ccc(-c2csc(Nc3nc(-c4ccc(Br)cc4)cs3)n2)cc1
    5 | 0% | -6 | -1% | ? | 0% | -1.6 | ? | 12
NNC(=O)c1cc(S(=O)(=O)N2CCOCC2)c[nH]1
    -10 | -8% | -4 | 5% | 0% | 2% | 0.1 | 13% | -1
O=[N+]([O-])c1cc(/C=N/O)ccc1Sc1ccccc1
    ? | -8% | 0 | -12% | 27% | ? | 0.5 | -10% | -3

Brought forward from above: four compounds; new compounds follow.
SMILES,D3 antag,PLK1 PBD block,PI5P4K alpha inh,WRN helicase inh,GLP1R inv ag,GLP1R ag,IL-2 act,HEK293 tox,D3 ag
Cn1c(=O)c2c(nc(SCc3cccnc3)n2Cc2ccc(F)cc2)n(C)c1=O,-4,?,nt,-2%,3%,-6%,-2.0,-7%,5
Brc1ccc(-c2csc(Nc3nc(-c4ccc(Br)cc4)cs3)n2)cc1,5,0%,-6,-1%,?,0%,-1.6,?,12
NNC(=O)c1cc(S(=O)(=O)N2CCOCC2)c[nH]1,-10,-8%,-4,5%,0%,2%,0.1,13%,-1
O=[N+]([O-])c1cc(/C=N/O)ccc1Sc1ccccc1,?,-8%,0,-12%,27%,?,0.5,-10%,-3
S=c1[nH]c(-c2ccccc2)cn1/N=C/c1ccc(Br)cc1,-14,-14%,-17,8%,?,3%,-0.8,-1%,-5
CCOc1ccc(CCNC(=O)c2cc3c(-c4ccccc4F)nn(C)c3s2)cc1,nt,nt,nt,nt,2%,1%,nt,1%,1
COc1ccc2sc(-c3ccc(SC)cc3)c(/C=C/c3ccc(OC)c(OC)c3)c2c1,39,-7%,14,4%,2%,4%,0.6,30%[activator],13
O=C1NC(c2ccccc2)=CC(c2ccccc2)N1 (stereo not drawn),13,0%,5,-3%,10%,1%,-2.1,6%,5
CCOC(=O)C(C)Sc1nc2c(c(=O)[nH]c(=O)n2C)n1C/C=C(/C)Cl (stereo not drawn),-8,12µM*,?,-27%,44%[activator],26%,-2.9,-5%,2
CCOc1ncccc1C(=O)OCC(=O)Nc1ccc(S(=O)(=O)N2CCOCC2)cc1,38,3%,3,0%,9%,7%,-1.9,2%,1
CN1C(=O)CC(N2CCN(c3ccc(Cl)c(Cl)c3)CC2)C1=O (stereo not drawn),5,-11%,6,-6%,-22%,-3%,-0.9,4%,1
Cc1ccc(C(=O)N/C(=C/c2cccc([N+](=O)[O-])c2)C(=O)NC(C)C)cc1,3,?,7,-26%,16%,12%,-0.3,-7%,2
CCOC(=O)c1c(C)[nH]c(C)c1S(=O)(=O)N(C)CC(=O)Nc1ccc(C)cn1,2,-8%,-4,4%,1%,7%,-1.2,0%,7
CCOC(=O)NC(=O)COC(=O)CCCSc1nc2ccccc2s1,1,-19%,-11,1%,-6%,-2%,-0.4,-2%,7
Cn1ccsc1=NC(=O)c1ccc(S(C)(=O)=O)c([N+](=O)[O-])c1,8,-9%,4,?,?,-3%,-3.4,?,-12
O=C(Nc1ccccc1)C1=C[C@H](c2ccccc2)C[C@H](OCCCCO)O1,-29,-1%,-10,-8%,2%,2%,-1.2,-7%,-11
Cc1ccc(OC(C)C(=O)N2CC(=O)Nc3ccccc32)cc1 (stereo not drawn),19,0%,0,3%,5%,11%,-0.6,-4%,5
COc1cc(OC)c2ccc(=O)oc2c1C(CC(=O)N1CCOCC1)c1ccc(N(C)C)cc1 (stereo not drawn),-2,4%,-2,13%,0%,-7%,-0.3,0%,6
CCNC(=S)Nc1cc(OCC)c(NC(=O)c2ccco2)cc1OCC,17,-5%,8,-14%,4%,-2%,-0.5,-25%,3
O=C(N=C1SC2CS(=O)(=O)CC2N1c1c(Cl)cccc1Cl)C1CC1 (stereo not drawn),-18,-17%,-1,5%,-5%,-2%,0.7,-9%,0
O=C(O)/C=C\c1ccccc1Oc1cccc(Cl)c1,2,-10%,0,-4%,8%,11%,0.1,1%,6
CC(C)Cn1c(=O)c(C(=O)Nc2cnccn2)c(O)c2ccccc21,?,-13%,2,5%,12%,-4%,6.4,76%[activator],-1
Cc1ccc(NC(=O)c2ccc3c(=O)n4nc(Nc5ccccc5C)sc4nc3c2)cc1C,nt,nt,nt,nt,2%,0%,nt,7%,6
COc1cc(C(=O)Nc2ccc(S(=O)(=O)NC(C)(C)C)cc2)cc(OC)c1OC,13,-5%,nt,-1%,0%,-7%,-2.1,-4%,4
O=C(NCCc1ccccc1)Oc1ccc(Cl)cc1,1,-25%,5,-6%,-20%,8%,0.5,5%,5
O=c1c2ccccc2[nH]c(=S)n1CCCN1CCN(c2ccccc2F)CC1,-99*,-16%,-5,-3%,14%,-7%,0.3,5%,9
COc1ccc(C(=O)N[C@H](C(=O)OCn2nnc3ccccc3c2=O)C(C)C)cc1,11,-3%,-3,-24%,9%,-1%,2.1,28%,-5
Cc1cc(C)cc(OCC(=O)OCC(=O)NC2CC2)c1,18,-9%,-3,-4%,1%,6%,0.7,-9%,23
COC(=O)C1C(O)=C(C(C)=N)C(=O)CC1(C)C (stereo not drawn),0,-8%,3,-28%,0%,-9%,1.1,-1%,-7

Quoted at random: 2 records from the list, in no set order.
SMILES,D3 antag,PLK1 PBD block,PI5P4K alpha inh,WRN helicase inh,GLP1R inv ag,GLP1R ag,IL-2 act,HEK293 tox,D3 ag
S=c1[nH]c(-c2ccccc2)cn1/N=C/c1ccc(Br)cc1,-14,-14%,-17,8%,?,3%,-0.8,-1%,-5
COC(=O)C1C(O)=C(C(C)=N)C(=O)CC1(C)C (stereo not drawn),0,-8%,3,-28%,0%,-9%,1.1,-1%,-7

Next compounds.
SMILES,D3 antag,PLK1 PBD block,PI5P4K alpha inh,WRN helicase inh,GLP1R inv ag,GLP1R ag,IL-2 act,HEK293 tox,D3 ag
Cn1nc([N+](=O)[O-])nc1N1CCN(c2ccc(F)cc2)CC1,26,-9%,nt,-2%,0%,-13%,-0.5,4%,1
COc1ccc2[nH]c3c(c2c1)CCN1C(=O)C(CC(=O)NCCN2CCOCC2)C[C@H](C(=O)N2CCCCC2)[C@@]31C (stereo partly drawn),-8,-15%,1,10%,1%,-1%,-0.1,-7%,7
N#CC1=C(N)c2ccccc2CC12CCCCC2,-22,-7%,nt,-17%,?,4%,-1.3,11%,-17
O=C(Oc1cccc(NC(=O)c2ccccc2Cl)c1)c1ccc([N+](=O)[O-])cc1,1,-6%,7,-4%,0%,-14%,0.3,-13%,-6
Cc1ccc2nsnc2c1S(=O)(=O)NCCc1c(C)[nH]c2ccc(F)cc12,-7,-5%,nt,-5%,?,-2%,0.6,-17%,-3
Cc1cccc(NC(=S)N=Nc2c(O)n(C)c3ccc(S(=O)(=O)N4CCOCC4)cc23)c1,-13,-7%,-10,-3%,?,5%,-0.3,-24%,7
